Bioassay records: PubChem BioAssay, several laboratories
MEP2 TOR yeast = modulators of TOR pathway MEP2-GFP in S. cerevisiae; AID 2016; actives 0.51% (n = 330,000); GFP response vs DMSO, % at 10 µM; S. cerevisiae MEP2-GFP strain, flow cytometry GFP, 3 h; 100% = DMSO control level;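 active means GFP response versus DMSO above a set limit, roughly screen mean plus 3 SD, cut at about 180% in these data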;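 further: median GFP fluorescence of the barcode-gated MEP2-GFP cells per well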
Efflux pump mplx = blocks antifungal efflux pumps in multiplex yeast assay | actives 0.44% (n = 330,000) | inhibition, % at 10 µM | S. cerevisiae Candida pump triplex, Nile Red efflux;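 active means plate passing quality check with inhibition over a set limit, or well fluorescence over plate mean plus 4 SD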;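 further: Nile Red retained in pooled yeast measured as flow cytometry median fluorescence; 0% = buffer negative control and 100% = Enniatin B positive control; higher means more Nile Red kept so more efflux inhibition; some compounds called inactive have numbers as strong as hits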
CIT2-GFP yeast = modulators of TOR pathway CIT2-GFP in S. cerevisiae; AID 2029; S. cerevisiae CIT2-GFP strain, flow cytometry, 3 h; 100 means same as DMSO wells; GFP response vs DMSO, % at 10 µM; actives 0.065% (n = 320,000);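 active means GFP response relative to DMSO above a set limit, near the screen mean plus 3 SD, cut at about 150% in these data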;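 further: ratio of well median GFP fluorescence to mean of DMSO wells on the plate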
Yeast superoxide = caloric restriction mimetics inhibiting age-related superoxide in yeast; S. cerevisiae aged cells, superoxide DHE fluorescence; hits give low values; superoxide response (% of plate mean), % at 10 µM; actives 0.18% (n = 330,000);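 active means superoxide response under a set limit, about three screen SD below normal, cut at about 65% in these data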;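 further: yeast aged for seven days with compound at 30 °C before DHE staining; 100% = average MFI of all compound-treated wells on the plate with controls excluded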
AGP1 TOR yeast = modulators of TOR pathway AGP1-GFP in S. cerevisiae. S. cerevisiae AGP1-GFP multiplex flow cytometry, 3 h; GFP as percent of DMSO wells. GFP response vs DMSO, % at 10 µM. actives 0.02% (n = 320,000);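 active means GFP response relative to DMSO above a set limit, near screen average plus 3 SD, cut at about 150% in these data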;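 further: median GFP channel fluorescence of the gated AGP1 strain per well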
LAP4 TOR yeast = alters LAP4-GFP fluorescence in TOR pathway yeast screen | S. cerevisiae LAP4-GFP multiplex, flow cytometry GFP, 3 h; median GFP as percent of DMSO wells | GFP response vs DMSO, % at 10 µM | actives 0.34% (n = 320,000);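 active means GFP response vs DMSO above a set limit, about the screen mean plus 3 SD, cut at about 150% in these data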
AHR act = human AHR activation; AID 2796; AHR-responsive luciferase reporter cells, luminescence; actives 2.5% (n = 320,000); activation, % at 5 µM; P35869; in the data active means activation above about 47%;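 further: 0% = vehicle wells and 100% = reference agonist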
Target sequence (P35869 whole entry, looked up): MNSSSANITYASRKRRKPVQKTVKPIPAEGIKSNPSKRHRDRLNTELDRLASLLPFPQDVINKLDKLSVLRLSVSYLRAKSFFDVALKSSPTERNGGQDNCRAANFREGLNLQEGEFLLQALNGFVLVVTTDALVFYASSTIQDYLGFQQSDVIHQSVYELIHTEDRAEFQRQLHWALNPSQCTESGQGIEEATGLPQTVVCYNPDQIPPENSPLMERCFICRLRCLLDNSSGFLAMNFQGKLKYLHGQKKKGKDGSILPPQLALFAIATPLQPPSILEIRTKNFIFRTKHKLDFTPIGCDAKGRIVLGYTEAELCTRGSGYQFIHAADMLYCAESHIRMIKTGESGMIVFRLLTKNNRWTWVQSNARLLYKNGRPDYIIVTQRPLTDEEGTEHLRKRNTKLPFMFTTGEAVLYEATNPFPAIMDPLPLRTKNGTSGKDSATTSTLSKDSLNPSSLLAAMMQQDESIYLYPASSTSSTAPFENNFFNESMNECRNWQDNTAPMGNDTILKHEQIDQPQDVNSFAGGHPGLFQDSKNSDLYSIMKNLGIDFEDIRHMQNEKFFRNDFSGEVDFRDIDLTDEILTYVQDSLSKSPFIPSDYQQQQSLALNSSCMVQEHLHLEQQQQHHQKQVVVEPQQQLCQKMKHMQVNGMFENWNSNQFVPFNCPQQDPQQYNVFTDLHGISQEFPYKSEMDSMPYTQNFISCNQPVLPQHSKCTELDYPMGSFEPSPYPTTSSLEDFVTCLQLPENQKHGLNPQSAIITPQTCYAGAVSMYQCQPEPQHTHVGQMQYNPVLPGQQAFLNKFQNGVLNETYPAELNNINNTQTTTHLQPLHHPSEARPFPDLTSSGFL
RPL19A TOR yeast = modulators of TOR pathway RPL19A-GFP in S. cerevisiae; S. cerevisiae RPL19A-GFP strain, flow cytometry, 3 h; hits give low values; percent response vs DMSO, % at 10 µM; actives 0.3% (n = 330,000);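 active means percent response vs DMSO below 50%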;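 further: median channel GFP fluorescence of the barcoded RPL19A-GFP strain; ratio of sample median GFP to plate DMSO average so 100% = DMSO; lower means less RPL19A-GFP as with rapamycin TOR inhibition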
Starred values were filed as active, the others as inactive; . = no result given. Not a hit list, and some 3.9% of all compounds hit somewhere here.

Preview:
SMILES	MEP2 TOR yeast	Efflux pump mplx	CIT2-GFP yeast	Yeast superoxide	AGP1 TOR yeast	LAP4 TOR yeast	AHR act	RPL19A TOR yeast
COc1ccc(NC(=O)CNC(=O)c2sc3ccccc3c2Cl)c(OC)c1	97	0.2	93	123	93	102	11	98
CCOc1ccc(CCNC(=O)c2ccc(S(=O)(=O)N3CCCC3)cc2)cc1OCC	97	-0.1	104	95	106	107	-2	99
CCOC(=O)c1c(S(=O)(=O)NCCc2ccco2)c(C)n(C)c1C	102	-0.1	103	90	105	102	0	101
COc1cccc(/C=N/Nc2nn3cnnc3c3ccccc23)c1O	134	0.0	120	102	103	109	44	97

All compounds of this part, repeating the preview:
SMILES	MEP2 TOR yeast	Efflux pump mplx	CIT2-GFP yeast	Yeast superoxide	AGP1 TOR yeast	LAP4 TOR yeast	AHR act	RPL19A TOR yeast
COc1ccc(NC(=O)CNC(=O)c2sc3ccccc3c2Cl)c(OC)c1	97	0.2	93	123	93	102	11	98
CCOc1ccc(CCNC(=O)c2ccc(S(=O)(=O)N3CCCC3)cc2)cc1OCC	97	-0.1	104	95	106	107	-2	99
CCOC(=O)c1c(S(=O)(=O)NCCc2ccco2)c(C)n(C)c1C	102	-0.1	103	90	105	102	0	101
COc1cccc(/C=N/Nc2nn3cnnc3c3ccccc23)c1O	134	0.0	120	102	103	109	44	97
Cc1cccc(NC(=O)CNC(=O)CN2C(=O)NC3(CCCCC3C)C2=O)c1C (stereo not drawn)	97	-0.1	97	102	99	103	2	94
COc1cccc(C(=O)N2CCN(Cc3cccc(F)c3)CC2)c1	109	-0.3	106	97	106	93	-3	103
Cc1nc2ccc(NC(=O)c3ccc(Br)o3)cc2s1	88	-0.1	86	101	85	94	2	95
O=C(CN1C(=O)NC2(CCCCC2)C1=O)Oc1ccc2ccc(=O)oc2c1	102	0.0	98	129	109	109	1	104
O=C1COc2ccc(C(=O)CSc3nnc(-c4cccs4)n3Cc3ccccc3)cc2N1	100	0.0	97	109	100	96	0	98
Cc1cccc(Nc2nc(-c3ccncc3)cs2)c1	96	0.0	101	96	87	92	54*	88
Cc1ccc(S(=O)(=O)NCC2CCC(C(=O)NCCCN3CCCC3=O)CC2)cc1 (stereo not drawn)	103	0.0	110	126	115	111	0	106
Nc1nc(NC(=O)c2ccccc2)nn1-c1ccccc1	105	0.4	107	96	101	92	17	104
Cc1cc(-c2nnc(CCC(=O)NC(Cc3ccccc3)c3ccccc3)o2)no1 (stereo not drawn)	100	0.0	108	104	94	86	-1	99
CCOc1cc(/C=N/Nc2ccccc2Cl)ccc1OCC(=O)O	102	-0.2	99	92	106	84	8	110
Cc1c(Cl)cccc1NC(=O)CSc1nncn1-c1ccccn1	98	0.0	98	105	99	89	0	98
COc1ccc(C2C(C#N)=C(N)Oc3cc(C)n(Cc4ccncc4)c(=O)c32)cc1 (stereo not drawn)	95	-0.1	96	101	94	94	2	94
C/C(=N\NC(=O)CCc1c(C)n[nH]c1C)c1ccc([N+](=O)[O-])cc1	86	0.4	88	85	93	100	14	85
O=C(NC1=NCCS1)C1COc2ccccc2O1 (stereo not drawn)	100	-0.1	95	110	99	99	0	99
Nc1ccc2c(c1)C(=O)N(c1cccc3ccccc13)C2=O	104	0.1	95	105	98	98	1	103
Cc1ccccc1NC(=O)CSc1nc2c(c(=O)n(C)c(=O)n2C)n1C	95	-0.5	113	89	100	100	4	99
C=CCC[C@H](Cc1ccc(F)cc1)C(=O)OC[C@@H](Cc1c[nH]c2ccccc12)NC(=O)[C@@H](CC=C)CC(=O)NCCO	91	0.5	101	112	96	90	2	98
N#Cc1cccc(NC(=O)CSc2sc3c(O)cc(=O)[nH]c3c2C#N)c1	103	0.0	104	98	104	99	2	101
CCCCN(C(=O)CCNC(=O)NC12CC3CC(CC(C3)C1)C2)c1c(N)n(CCCC)c(=O)[nH]c1=O	92	0.1	102	88	104	101	1	97
Cc1ccc(S(=O)(=O)N2CCN(C(=O)c3ccc(N4CCCCC4)c([N+](=O)[O-])c3)CC2)cc1	123	-0.2	.	97	101	92	0	111
CC(C)Nc1cc(C(F)(F)F)nc(-c2ccccn2)n1	102	0.1	114	97	97	84	-1	101
The list goes on.
SMILES	MEP2 TOR yeast	Efflux pump mplx	CIT2-GFP yeast	Yeast superoxide	AGP1 TOR yeast	LAP4 TOR yeast	AHR act	RPL19A TOR yeast
COc1ccc(NC(=O)C2CCN(S(=O)(=O)c3cccc4nonc34)CC2)c(OC)c1	107	0.0	97	117	104	104	1	101
CCNc1nc2[nH]c(=O)c3c(c2s1)OC(N)=C(C#N)C3c1ccc(C)cc1 (stereo not drawn)	98	0.1	102	89	100	96	12	100
Cc1nc(NC(=O)CCC(=O)O)sc1C(=O)N(C)C	112	0.1	101	98	97	99	5	95
CC(C)(C)c1ccc(S(=O)(=O)O/N=C2/CCCCC2c2ccc([N+](=O)[O-])cc2[N+](=O)[O-])cc1 (stereo not drawn)	97	0.0	83	90	96	94	1	97
COc1ccc(NC(=O)CSc2nnc(C(C)C)n2N)cc1	94	0.0	93	101	95	104	1	98
c1ccc(CCNc2nc(-c3ccncc3)nc3ccccc23)cc1	94	0.1	87	101	98	114	-5	95
Cc1c(C)c2ccc(OC(C)C(=O)N3CC[C@@]4(O)CCCC[C@H]4C3)cc2oc1=O (stereo partly drawn)	94	-0.2	97	109	100	106	0	97
Cn1c(SCCN2CCOCC2)nc2sc3c(c2c1=O)CCCC3	92	-0.2	95	98	90	86	1	94
Cc1nnc(SCC(=O)NC(=O)NCc2ccco2)s1	113	0.0	107	81	107	97	0	105
COc1cc(OC)c(NC(=S)NCc2ccccc2)cc1Cl	103	-0.2	96	104	102	115	6	102
Cc1cc2ncn(C(=O)c3c(-c4ccccc4Cl)noc3C)c2cc1C	98	-0.2	101	94	101	93	1	98
CC1Sc2ccc(S(=O)(=O)CCC(=O)NCc3ccccc3)cc2NC1=O (stereo not drawn)	103	0.0	99	103	100	112	1	96
COC(=O)Cc1ccc(NC(=S)NCc2ccco2)cc1	77	0.2	.	102	85	79	-2	84
Cc1cccc(NC(=O)c2ccc(S(=O)(=O)N3CCN(C)CC3)cc2)c1C	119	-0.1	99	94	99	112	1	99
COCC(C)NC(=O)COCc1cc(-c2ccc3c(c2)OCO3)on1 (stereo not drawn)	107	0.0	88	101	90	88	3	100
Nn1c(SCC(=O)NCC2CCCO2)nnc1-c1ccc(OC(F)F)cc1 (stereo not drawn)	112	0.3	103	115	104	104	7	109
CCOC(=O)C1(C(C)(C)CC)CC(CSc2nc3ccccc3[nH]2)OC1=O (stereo not drawn)	95	0.2	86	95	98	99	20	99
CCOC(=O)C1=C(C)N(C)C(=S)NC1c1cc(OC)ccc1OC (stereo not drawn)	96	-0.1	105	92	103	99	2	97
O=C(CN1CCCCC1)Nc1ccccc1Cl	93	0.1	93	88	101	112	0	99
Cc1ccc[n+](/C(C(=S)NCc2ccco2)=C(/[O-])c2ccccc2Cl)c1	107	-0.1	102	104	105	99	0	100
O=S(=O)(c1ccccc1)C1Cc2ccccc2C1Cl (stereo not drawn)	97	0.0	88	93	98	94	4	92
O=C(Nc1ccccc1[N+](=O)[O-])c1cncc(Br)c1	102	-0.6	99	125	97	89	6	102
CCn1c(SCC(=O)OCC(=O)N2c3ccccc3NC(=O)C2(C)C)nnc1-c1ccco1	101	0.0	103	112	103	98	1	102
CSC(=S)N/N=C/c1ccc(N(C)C)cc1	95	-0.1	77	90	89	141	51*	98
O=C(NCCC1CCCCN1S(=O)(=O)c1cccs1)C(=O)Nc1ccc(F)cc1 (stereo not drawn)	101	0.1	95	104	101	100	-1	98

Arranged by the number under AHR act (high to low): 3 from the list above
compound | MEP2 TOR yeast | Efflux pump mplx | CIT2-GFP yeast | AGP1 TOR yeast | LAP4 TOR yeast | AHR act | RPL19A TOR yeast
COc1cc(OC)c(NC(=S)NCc2ccccc2)cc1Cl | 103 | -0.2 | 96 | 102 | 115 | 6 | 102
Cc1ccccc1NC(=O)CSc1nc2c(c(=O)n(C)c(=O)n2C)n1C | 95 | -0.5 | 113 | 100 | 100 | 4 | 99
O=C1COc2ccc(C(=O)CSc3nnc(-c4cccs4)n3Cc3ccccc3)cc2N1 | 100 | 0.0 | 97 | 100 | 96 | 0 | 98

The listing continues.
SMILES	MEP2 TOR yeast	Efflux pump mplx	CIT2-GFP yeast	Yeast superoxide	AGP1 TOR yeast	LAP4 TOR yeast	AHR act	RPL19A TOR yeast
CC(C)OCCCNc1nc(-c2ccccc2)nc2ccccc12	106	0.0	103	105	99	92	38	106
COc1ccc(OCC(=O)Nc2cc(OC)ccc2N2CCCCC2)cc1	96	-0.3	105	85	102	98	-1	98
COc1ccc(-c2c(C)c3ccc(OCC(C)=O)cc3oc2=O)cc1	96	0.3	87	117	86	96	14	92
Cc1ccc(O)c(C(CC(=O)NC(C)C)c2ccccc2)c1 (stereo not drawn)	87	-0.2	94	92	98	100	1	96
O=C(c1cc(S(=O)(=O)N2CCCCC2)ccc1Cl)N1CCOCC1	97	0.1	94	102	95	88	-3	103
O=C1NC(=S)S/C1=C1\Sc2ccccc2N1CCCS(=O)(=O)O	100	0.0	94	107	96	104	-1	96
CCOC(=O)c1ccccc1NC(=O)CSc1ccccc1	103	-0.1	104	86	101	117	3	106
O=[N+]([O-])c1ccc(-c2nn(-c3ccccc3)cc2/C=N/n2c(-c3ccncc3)n[nH]c2=S)cc1	94	0.2	93	90	97	102	4	96
CCN(CC)S(=O)(=O)c1c(Br)cc(C)cc1Br	123	0.1	.	103	112	111	-2	95
COC(=O)c1ccccc1Oc1ccc(NC(=O)c2ccco2)cc1	106	0.1	91	104	93	106	2	98
O=C(Nc1ccccc1C(=O)NCc1ccco1)NC1CCCCC1	100	0.0	102	98	112	101	-2	103
CN(Cc1ccccc1)C(=O)CN1C(=O)NC2(CCCC2)C1=O	98	-0.1	98	101	99	96	-1	96
CCOC(=O)c1nc(Nc2ccc(C(C)=O)cc2)c2ccccc2n1	99	-0.1	95	105	95	92	4	99
COc1ccc(CCNC(=O)CCS(=O)(=O)c2ccc3c(c2)NC(=O)C(C)S3)cc1OC (stereo not drawn)	96	0.3	102	96	101	106	2	96
O=C(Nc1ccc(F)cc1F)c1ccc2c(c1)[nH]c(=O)n2Cc1ccc(F)cc1	117	-0.1	104	101	100	92	-1	103
Cc1ccc(-n2ncc(C(=O)Nc3cc(Cl)ccc3C)c2C2CCNCC2)cc1C	106	-0.1	104	120	104	96	-9	105
Cc1ccc(CNc2nc3ccccc3s2)s1	94	0.0	94	90	97	121	68*	96
Cc1ccc(S(=O)(=O)N2Cc3ccccc3CC2C(=O)NC(C)(C)C)cc1 (stereo not drawn)	98	0.0	94	109	98	100	0	95

Exported in markdown: part of the list above.
| Compound | MEP2 TOR yeast | Efflux pump mplx | CIT2-GFP yeast | Yeast superoxide | AGP1 TOR yeast | LAP4 TOR yeast | AHR act | RPL19A TOR yeast |
| --- | --- | --- | --- | --- | --- | --- | --- | --- |
| Cc1ccc(O)c(C(CC(=O)NC(C)C)c2ccccc2)c1 (stereo not drawn) | 87 | -0.2 | 94 | 92 | 98 | 100 | 1 | 96 |
| O=C(c1cc(S(=O)(=O)N2CCCCC2)ccc1Cl)N1CCOCC1 | 97 | 0.1 | 94 | 102 | 95 | 88 | -3 | 103 |
| O=C1NC(=S)S/C1=C1\Sc2ccccc2N1CCCS(=O)(=O)O | 100 | 0.0 | 94 | 107 | 96 | 104 | -1 | 96 |
| CCOC(=O)c1ccccc1NC(=O)CSc1ccccc1 | 103 | -0.1 | 104 | 86 | 101 | 117 | 3 | 106 |
| O=[N+]([O-])c1ccc(-c2nn(-c3ccccc3)cc2/C=N/n2c(-c3ccncc3)n[nH]c2=S)cc1 | 94 | 0.2 | 93 | 90 | 97 | 102 | 4 | 96 |
